Kir21 inh = inhibitors of mouse Kir2.1 inward-rectifier potassium channel; P35561; HEK293-Kir2.1, FluxOR thallium flux fluorescence; hits give low values; B-score at 10 µM; 310,000 tested, 0.85% active; AID 1672;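 active = fluorescence ratio B-score at or below minus 3 SD of library scores, with starting-brightness B-score within 2 SD, cut at about -4.2 in these data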;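 note: channel flux triggered by added potassium and thallium sulfate stimulus; B-score of peak minus minimum fluorescence over baseline after thallium stimulus; more negative B-score means stronger Kir2.1 block with less thallium influx; some compounds called inactive have numbers as strong as hits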
KCNQ2 inh = KCNQ2 channel blockers in CHO-K1 cells – cell-based, FluxOR thallium flux, B-score, primary screen (AID 2156) | B-score at 10 µM | 20 min; hits give low values | O88943 | 310,000 tested, 1.1% active;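 active = fluorescence ratio B-score at most minus 3 library SDs, with starting brightness B-score within 2 library SDs, cut at about -5.5 in these data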
Target sequence (O88943 whole entry, looked up): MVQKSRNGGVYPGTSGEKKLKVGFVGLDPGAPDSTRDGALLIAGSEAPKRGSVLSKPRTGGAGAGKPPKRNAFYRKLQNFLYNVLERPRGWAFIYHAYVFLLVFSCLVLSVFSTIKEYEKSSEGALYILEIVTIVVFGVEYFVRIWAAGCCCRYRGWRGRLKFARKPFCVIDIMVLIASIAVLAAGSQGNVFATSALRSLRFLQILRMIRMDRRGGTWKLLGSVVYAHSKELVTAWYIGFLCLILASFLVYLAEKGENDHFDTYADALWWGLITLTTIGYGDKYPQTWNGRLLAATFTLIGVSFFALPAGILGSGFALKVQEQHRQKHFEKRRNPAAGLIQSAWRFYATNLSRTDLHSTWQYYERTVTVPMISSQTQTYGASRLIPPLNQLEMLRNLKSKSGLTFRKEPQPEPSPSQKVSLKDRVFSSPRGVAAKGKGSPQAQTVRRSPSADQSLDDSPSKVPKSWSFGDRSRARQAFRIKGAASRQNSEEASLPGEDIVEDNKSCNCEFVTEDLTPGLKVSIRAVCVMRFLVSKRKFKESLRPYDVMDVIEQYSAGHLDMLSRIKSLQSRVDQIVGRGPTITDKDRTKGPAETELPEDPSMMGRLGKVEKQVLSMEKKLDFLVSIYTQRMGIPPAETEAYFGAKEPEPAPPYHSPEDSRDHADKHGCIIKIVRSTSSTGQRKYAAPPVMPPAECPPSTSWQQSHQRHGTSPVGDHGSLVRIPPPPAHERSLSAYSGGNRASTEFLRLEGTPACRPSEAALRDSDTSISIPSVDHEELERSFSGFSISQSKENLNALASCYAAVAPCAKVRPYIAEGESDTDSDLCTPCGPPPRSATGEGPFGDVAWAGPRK
Starred values were filed as active, the others as inactive; i = inactive.

no. | structure | KCNQ2 inh | Kir21 inh
1 | CN(C)c1oc(COc2ccc(F)cc2)nc1C#N | i | 1.7
2 | Cc1c(OC(C)C(=O)NCc2ccccn2)ccc2c3c(c(=O)oc12)CCC3 (stereo unspecified) | i | 1.3
3 | Cc1ccc(C(C(=O)NCc2ccccc2)N(C(=O)c2csnn2)C2CC2)cc1 (stereo unspecified) | i | 2.6
4 | O=C(CNC(=O)c1ccc2c(c1)S(=O)(=O)N=C1CCCCCN12)Nc1ccc(F)c(F)c1 | i | 1.7
5 | Cc1nc(-c2cccc(NC(=O)c3cccs3)c2)cs1 | i | -0.63
6 | O=C(NCCCn1cccn1)c1cc(COc2ccc(F)cc2Cl)on1 | i | 0.56
7 | CC(C)CC(c1nnnn1Cc1ccccc1)N1CCN(C(=O)c2ccco2)CC1 (stereo unspecified) | i | 1.1
8 | CCc1nnc2n1N=C(c1ccc(Br)cc1)CS2 | i | 0.44
9 | CCOC(=O)Cc1ccc(NC(=O)c2ccccc2Br)cc1 | i | 0.07
10 | Cn1c(C2CCCCC2)nc2ccccc21 | i | -0.19
11 | CCOC(=O)NN1C(=O)c2ccccc2NC1c1ccc(OC)cc1 (stereo unspecified) | i | 2.3
12 | CCN(CC)Cc1c(C(=O)N/N=C/c2cccc3ccccc23)nnn1-c1nonc1N | i | -0.28
13 | CCOc1ccc(NC(=O)Cn2sc3nc(C)cc(C)c3c2=O)cc1 | i | -0.48
14 | CC(C)c1nc(CNC(=O)C2CCC(=O)N(CCc3ccc(Cl)cc3)C2)no1 (stereo unspecified) | i | 1
15 | C=CCNC(=O)COC(=O)c1cc(S(=O)(=O)N2CCCCC2)ccc1Cl | i | -0.04
16 | O=C(CCS(=O)(=O)c1ccc2c(c1)NC(=O)CO2)NCc1ccccc1 | i | 2.8
17 | CSc1cc(C)n(-c2ccccc2C)c(=S)c1C(C)=O | i | -0.29
18 | CCc1c(C)c2ccc(OCC(=O)N(C)C)c(C)c2oc1=O | i | 1.3
19 | CN1c2ccccc2C(=O)NC1c1ccc([N+](=O)[O-])s1 (stereo unspecified) | i | -0.48
20 | CCOC(=O)c1sc2nc(C)cc(C)c2c1N | i | 0.01
21 | O=[N+]([O-])c1cc(/C=N/O)ccc1SCc1ccccc1 | i | -1.8
22 | CCCOc1ccc(S(=O)(=O)NCCN2CCOCC2)c2ccccc12 | i | -4.4*
23 | O=C(Nc1ccccc1)N1CCC(O)(c2cccc(C(F)(F)F)c2)CC1 | i | -1.6
24 | Clc1cccc(OCCN2CCOCC2)c1 | i | -1.1
25 | Cc1cc(C)nc(N/N=C/c2ccncc2)n1 | i | -0.88
26 | Cc1ccc(OCC(=O)Nc2cccc(S(=O)(=O)N3CCCCC3)c2)c([N+](=O)[O-])n1 | i | -1.1
27 | CCN1C(=O)CC(C(=O)OC)=C1C | i | 2.2
28 | CCCNC(=O)c1cc(S(=O)(=O)N2CCc3ccccc32)ccc1F | i | 1.5
29 | Cc1oc2ccc(NS(=O)(=O)c3ccc(C(C)(C)C)cc3)cc2c1C(=O)Nc1ccccc1 | -6* | -0.1
30 | COC(=O)/C(=C/c1ccc(F)cc1)NC(C)=O | i | -0.36
31 | Oc1ccc(N2CCN(c3nnnn3-c3ccccc3)CC2)cc1 | i | -0.05
32 | COC(C)(C)[C@H](O)COc1c2ccoc2cc2oc(=O)ccc12 | i | 0.18
33 | O=C(/C=C/c1cccc([N+](=O)[O-])c1)NCc1cccnc1 | i | -0.36
34 | CN(CCc1ccccn1)C(=O)c1ccc(OC(F)(F)F)cc1 | i | -2.3
35 | CCOc1ccc(S(=O)(=O)N2CCCC2)cc1 | i | 1.7
36 | CN(Cc1cccc(Cl)c1Cl)C(=O)c1cccc(S(=O)(=O)N2CCN(Cc3ccccc3)CC2)c1 | i | 0.59
37 | CCCN1CCc2c(sc(NC(=O)c3ccc(S(=O)(=O)N4CCN(C(=O)OCC)CC4)cc3)c2C(N)=O)C1 | i | -3.1
38 | COC(=O)c1ccc(-c2noc(CN(C)Cc3ccncc3C)n2)cc1 | i | 0.05
39 | Cc1ccc(S(=O)(=O)NCCSc2nncn2C)cc1 | i | 0.52
40 | CC1Sc2ccc(S(=O)(=O)NCCc3ccccc3)cc2NC1=O (stereo unspecified) | i | -0.05

With a hit mark in KCNQ2 inh, of those listed so far:
no. | structure | KCNQ2 inh | Kir21 inh
29 | Cc1oc2ccc(NS(=O)(=O)c3ccc(C(C)(C)C)cc3)cc2c1C(=O)Nc1ccccc1 | -6* | -0.1

Continuation:
no. | structure | KCNQ2 inh | Kir21 inh
41 | CCCCCSc1nnc(C)c(=O)[nH]1 | i | 0.85
42 | CCOC(=O)C1CCCN(Cc2ccc(OC)c(OCc3ccccc3)c2)C1 (stereo unspecified) | i | -0.23
43 | CCc1sc(N(C(=O)Cc2ccccc2)c2ccccc2)nc1-c1ccccc1 | i | 1.4
44 | CC(C)NC(=O)CSc1nc(Cc2ccccc2)nc2ccccc12 | i | -2.4
45 | COc1ccc(C2C(C(=O)N3CCN(C)CC3)c3cc(OC)c(OC)cc3C(=O)N2C)cc1 (stereo unspecified) | i | 0.29
46 | O=C(COc1cccc2ccccc12)NNC(=O)Nc1ccccc1 | i | -1.2
47 | CCCOc1ccc(-c2c(C(=O)N/N=C/c3ccc(C)o3)nnn2-c2nonc2N)cc1 | i | -0.36
48 | Cc1cccc(OCCNC(=O)c2cc(-n3cnnc3)ccc2Cl)c1 | i | 1
49 | Cn1ncc2c(Sc3ccc(Cl)cc3)ncnc21 | i | -1.3
50 | S=C(Nc1nc2c(s1)CCCC2)NC1CC1 | i | 1.6
51 | CC1CC(C)CN(C(=O)C2CCN(C(=O)Nc3ccccc3)CC2)C1 (stereo unspecified) | i | -0.11
52 | COc1ccccc1C(=O)Nc1ccnn1C1CCN(CCC(C)c2ccc(C)o2)CC1 (stereo unspecified) | i | 2.8
53 | O=C(N/N=C/c1ccc(Br)s1)c1ccc([N+](=O)[O-])cc1 | i | -0.92
54 | CCOc1ccccc1C1C(C(=O)Nc2ccccc2OC)=C(C)Nc2nc(CCCO)nn21 (stereo unspecified) | i | 1.1
55 | Cc1ccc(S(=O)(=O)N2CCOCC2)cc1C(=O)Nc1nc2ccccc2[nH]1 | i | 1.9
56 | CCC1=NN(C(=O)COc2ccccc2)C(O)(c2ccc(Br)cc2)C1 (stereo unspecified) | -6* | -3.2
57 | CCOP(=O)(c1c(F)c(F)c(F)c(F)c1F)C(O)c1ccccc1 (stereo unspecified) | i | 0.03
58 | O=C(CN1CCCCCCC1)Nc1cccc(Cl)c1Cl | i | -0.02
59 | COc1ccc(N/C(N)=N/c2nc(CSc3ccc(Cl)cc3)cc(=O)[nH]2)cc1 | i | -0.63
60 | COc1cc(OC)c(NC(=O)Cc2cccs2)cc1Cl | i | -0.69
61 | O=C(NC(C(=O)c1ccccc1)n1ccc(=O)[nH]c1=O)c1ccccc1 (stereo unspecified) | i | -0.05
62 | O=C(Nc1nccs1)C1(c2ccc(Cl)cc2)CC1 | i | -0.39
63 | Cc1ccc(/C=N/NC(=O)CSCc2ccc(Cl)cc2)cc1 | i | -1.1
64 | CC1CC1C(=O)OCc1cc(=O)n2cc(Br)ccc2n1 (stereo unspecified) | i | -0.26

Record cards, from the list above. Order of values: KCNQ2 inh	Kir21 inh
O=C(Nc1nccs1)C1(c2ccc(Cl)cc2)CC1 as listed: i	-0.39
COc1ccc(N/C(N)=N/c2nc(CSc3ccc(Cl)cc3)cc(=O)[nH]2)cc1 as listed: i	-0.63
Cc1ccc(/C=N/NC(=O)CSCc2ccc(Cl)cc2)cc1 as listed: i	-1.1
O=C(NC(C(=O)c1ccccc1)n1ccc(=O)[nH]c1=O)c1ccccc1 (stereo unspecified) as listed: i	-0.05
CCOP(=O)(c1c(F)c(F)c(F)c(F)c1F)C(O)c1ccccc1 (stereo unspecified) as listed: i	0.03

New compounds follow.
no. | structure | KCNQ2 inh | Kir21 inh
65 | NC1=NC(=O)C(CC(=O)NCc2ccccc2)S1 (stereo unspecified) | i | -0.65
66 | COc1ccc(CN2C(=O)C(CC(C)C)Nc3ncnc(N4CCCCC4)c32)cc1 (stereo unspecified) | i | -0.93
67 | O=C(OC1CCS(=O)(=O)c2sccc21)c1ccccc1 (stereo unspecified) | i | -1.7
68 | CCOC(=O)c1cnn(-c2ccccc2)c1-n1cccc1C(=O)C(=O)Nc1ccccc1 | i | -1.4
69 | COc1ccc(OCC(O)Cn2c(Nc3cccc(C)c3)nc3c2c(=O)n(C)c(=O)n3C)cc1 (stereo unspecified) | i | 0.4
70 | O=C(NCC(=O)N(c1cccc(F)c1)C(C(=O)NC1CCCC1)c1ccco1)c1ccco1 (stereo unspecified) | i | 0.69
71 | Cc1cccc(CSCc2ccc(C(=O)NC(C)C)o2)c1 | i | -2.3
72 | COc1ccc(Cl)cc1NC(=O)CSc1nnc(Cc2cccn2C)n1-c1ccc(F)cc1 | i | -1.3
73 | Cc1nc2ccccc2c(C)c1CC(=O)OC(C)C(=O)NC1(C#N)CCCCC1 (stereo unspecified) | i | 0.39
74 | CC(CCc1ccc(O)cc1)N(C)CCc1ccccc1 (stereo unspecified) | i | -1.4
75 | CC(C)(C)c1ccc(/C=N/Nc2nncn2N)cc1 | i | 0.62
76 | O=C1SC(SCc2ccccc2Cl)=N/C1=C\c1ccc(C(=O)O)cc1 | i | 0.15
77 | Cc1cc(NC(=O)CCCN2C(=O)c3cccnc3C2=O)no1 | i | -0.6
78 | COc1ccc(-c2cc(=O)[nH][nH]2)cc1OC | i | 1.8
79 | Cc1cccc(Cn2nc(C(C)(C)C)cc2C(=O)Nc2ccc(F)cc2)c1 | i | -0.9
80 | N#CCCn1cc(/C=N/O)c(-c2cccc([N+](=O)[O-])c2)n1 | i | -0.7
81 | O=[N+]([O-])c1cccc(S(=O)(=O)NCc2ccncc2)c1 | i | 0.11
82 | O=C(c1ccc(Cl)c([N+](=O)[O-])c1)N(Cc1cccc(Cl)c1)C1CCS(=O)(=O)C1 (stereo unspecified) | i | 1.5
83 | Cc1oc(/C=N/NC(=O)CC2(C)OCCO2)cc1Br | i | 0.42
84 | Cc1cc(SC#N)cc(C)c1NC(=O)CCl | i | 0.68
85 | COC(=O)NNC(=O)c1ccc(C(C)(C)C)cc1 | i | -1.4
86 | CCOc1ccccc1CNC(c1ccccc1)c1ccccc1 | i | -1.5
87 | Cc1ccc([C@@H]2[C@@H]3C(=O)N(c4ccccc4)C(=O)[C@@H]3[C@]3(C)C(=O)N(Cc4ccc(-c5ccccc5)cc4)CC(=O)N23)o1 | i | 0.02
88 | COc1cc2cc(-c3ccc(OC)c(OC)c3C)nc(N)c2cc1OC | i | -0.05
89 | CN1CCN(C(c2ccccn2)c2cc(Cl)c3cccnc3c2O)CC1 (stereo unspecified) | i | -0.47
90 | CC(C)CN(C(=O)CSc1nnnn1-c1ccccc1)c1c(N)n(CC(C)C)c(=O)[nH]c1=O | i | -0.52
91 | CC1CCCCC1NC(=O)CCCCn1c(=O)[nH]c2ccsc2c1=O (stereo unspecified) | i | 0.04
92 | O=C(CNC(=O)N1CC(=O)Nc2ccccc21)Nc1nccs1 | i | 2.2
93 | CCC(=O)N1CCc2cc(S(=O)(=O)NCCC(=O)N3CCN(c4cccc(C)c4)C(C)C3)ccc21 (stereo unspecified) | i | -0.21
94 | COC(=O)CNC(=O)C1CCN(S(=O)(=O)c2cccc3nsnc23)CC1 | i | -0.01
95 | Cc1[nH]c2ccc(C(=O)N3CCCC3)cc2c1C | i | 0.86
96 | CCOc1ccc(NC(=O)N(CCC(C)C)C2CCN(C(C)=O)CC2)cc1 | i | -0.6
97 | CCOc1ccc(C(=O)Nc2ccc(NC(=O)c3ccco3)c(Cl)c2)cc1Br | i | 0.05
98 | CC(C)(C)c1ccc(SCCc2cccnc2)cc1 | i | -0.54
99 | Cc1ccc(NC(=O)Cc2nnc(SCC(=O)Nc3nncs3)n2C)c(C)c1 | i | -0.53
100 | COc1cc(C(=O)Nc2ccc(NC(=O)c3ccccc3Cl)nc2)cc(OC)c1OC | i | 0.11
101 | COc1cc2ccc3c(CCN(C)C)cc(OC)c(OC)c3c2cc1OC | i | -0.46
102 | c1ccc(-c2csc(N3CCN(c4ccccn4)CC3)n2)cc1 | i | 1.5
103 | COc1ccccc1NS(=O)(=O)c1cc(NC(=O)c2cccs2)ccc1N1CCCC1 | i | -0.42
104 | COc1ccc(-c2cc(-c3ccc(Cl)cc3)n[nH]2)c(O)c1 | i | 3.6
105 | CCCOc1ccc(/C=C2/C(=O)ON=C2C)cc1Cl | i | 1.8
106 | CCCOc1ccc(NCC(=O)Nc2ccc(C)cc2C)cc1 | i | -0.68
107 | Cc1ccc2cc(CCNC(=O)c3ccc(S(=O)(=O)N4CCOCC4)cc3)c(=O)[nH]c2c1C | i | 1.5
108 | Cc1cc(N2C(=O)CC(N3CCN(C(c4ccccc4)c4ccccc4)CC3)C2=O)no1 (stereo unspecified) | i | -1.2
109 | CCCN(CCC)CCCNC(=O)c1cc2c(-c3ccc(OC)c(OC)c3)nn(C)c2s1 | i | 1.5
110 | CCOC(=O)c1cc2c(nc1C)-c1cc(Cl)cc(Cl)c1OC2O (stereo unspecified) | i | -0.37
111 | COc1ccc(CCNC(=O)C2(C)CCC(=O)N2CCC(C)C)cc1OC (stereo unspecified) | i | -0.82
112 | CC(C)N(Cc1nc(-c2ccccc2)no1)C(=O)C(Cl)(Cl)Cl | i | 1.6
113 | Cc1nn(CCOc2ccccc2Cl)c(C)c1[N+](=O)[O-] | i | -0.39
114 | O=C(CSc1n[nH]c(=O)n1Cc1ccccc1)Nc1ccc(F)c(F)c1F | i | 0.5
115 | CC(Sc1nnc(COc2ccc(Cl)cc2)n1Cc1ccccc1)C(=O)O (stereo unspecified) | i | 0.46
116 | C=CCNC(=O)/C(C#N)=C/c1c(N2CCN(c3ccc(OC)cc3)CC2)nc2c(C)cccn2c1=O | i | -0.22
117 | Cc1cc(OC(C)C(=O)NCc2cccnc2)c2c(C)c(C)c(=O)oc2c1 (stereo unspecified) | i | 0.34
118 | CC(OC(=O)CCCCCN=C1NS(=O)(=O)c2ccccc21)C(=O)Nc1cc(Cl)cc(Cl)c1 (stereo unspecified) | i | 1.1

Compound activity from PubChem BioAssay.
